High-throughput results from PubChem.
ERK EGF inh = inhibitors of EGF-stimulated ERK signaling pathway | 0.41% of 130,000 active | AID 1454 | Potency, µM (top dose mostly 11.5 µM), for the others: at the top dose activity change, negative = inhibition, most hits filed as inhibitors | HEK293-V1b, EGF-stimulated phospho-ERK AlphaScreen; active means well fitted inhibition curve with a large enough effect; inconclusive means small, poorly fitted or top-dose-only effect, or effect the other way;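 further: plate controls were stimulated vehicle wells for no effect and unstimulated vehicle basal for full effect; nearly all actives have a fitted effect of over 55% in size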
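Readout: AlphaScreen signal for phosphorylated ERK in lysed HEK293 cells stably expressing V1b. Stimulus 25 nM EGF, 5 min, following 30 min compound exposure. Data scaled to DMSO basal and full EGF activation.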
Numbers without * were called inactive; ? = inconclusive; [ ] = dose if it differs, or a comment. Potency means the concentration at half of the fitted maximal effect. Not all compounds are listed (hit frequency here may not be typical).

compound	ERK EGF inh
CC(=O)OCC1=C(C(=O)O)N2C(=O)C(NC(=O)CCCC(N)C(=O)O)C2SC1 (stereo not given)	9%
COc1c(C)cc(C(=O)C2CCCN(Cc3ccccn3)C2)cc1C (stereo not given)	4%
COP(=O)(OC)Oc1ccc(C(O)C(Cl)(Cl)Cl)cc1 (stereo not given)	15%[57.5 µM]
Cc1cc(OC(=O)N(C)C)nc2c1c(C)nn2C	1%[57.5 µM]
CC(C(=O)c1c[nH]c2ccccc12)N1CCOCC1 (stereo not given)	0%[57.5 µM]
CCCCC/C=C\C/C=C\C/C=C\C/C=C\CCCC(=O)Nc1ccc(O)cc1	?
C[C@@]12CCC(O)C[C@H]1CCC1C2CC[C@]2(C)C(=O)CCC12 (stereo not given in full)	21%
CN1C2CCC1CC(OC(=O)C1CCC(C(=O)OC3CC4CCC(C3)N4C)(c3ccccc3)c3ccccc31)C2 (stereo not given)	0%
CC(C)(CN)CC(=O)O	-13%[57.5 µM]
O=[N+]([O-])c1cc([As](=O)(O)O)ccc1O	14%
O=C(COc1ccc(Cl)cc1)N1CCN(Cc2ccc([N+](=O)[O-])cc2)CC1	-2%
O=C(O)c1ccc2c(c1)C1C(Cl)C(Sc3ccccc3[N+](=O)[O-])CC1C(c1cccc([N+](=O)[O-])c1)N2 (stereo not given)	-2%
O=C(Cc1ccc(Cl)c(Cl)c1)NCC1(N2CCOCC2)CCCCC1	-2%
COC(=O)N1CCC2(CCN(CC(C)C)CC2)CC1	16%
CCCCC(=O)N/N=C/c1c(O)n(CC)c(=S)[nH]c1=O	-6%
CSc1ccc(C(=O)C2CCCN(CCCn3cccn3)C2)cc1 (stereo not given)	-2%
CC(=O)c1ccc2c(c1)C1C(Cl)C(Sc3ccccc3[N+](=O)[O-])CC1C(C(=O)O)N2 (stereo not given)	?
CNC(C)[C@H](O)c1ccccc1 (stereo not given in full)	7%
O=C1C(Cl)=C(Cl)C(=O)C(Cl)=C1Cl	10µM*
COc1cccc(CNCCc2ccccc2)c1OC	-16%

As a short view, 3 of the compounds above.
compound	ERK EGF inh
CNC(C)[C@H](O)c1ccccc1 (stereo not given in full)	7%
O=C1C(Cl)=C(Cl)C(=O)C(Cl)=C1Cl	10µM*
COc1cccc(CNCCc2ccccc2)c1OC	-16%

New compounds follow:
compound	ERK EGF inh
CN(C)C(=O)Oc1ccc(OCc2cccc[n+]2C)cc1	34%
Cc1ccc(S(=O)(=O)N(C)C)cc1NC(=O)C(C)[N+]12CCN(CC1)CC2 (stereo not given)	-2%
CCNCCNc1ccc([N+](=O)[O-])c2cccnc12	-12%[57.5 µM]
CC(=O)N1CN2CN(C1)CN(C(C)=O)C2	12%
CC1=C2C3OC(=O)C(C)C3CC[C@@]2(C)C=CC1=O (stereo not given in full)	24%
CN(C)C1C(=O)C(C(N)=O)=C(O)[C@@]2(O)C(=O)C3=C(O)c4c(O)ccc(Cl)c4[C@](C)(O)C3CC12 (stereo not given in full)	-4%
COc1cc2c(cc1O)C[C@H]1c3c(cc(O)c(OC)c3-2)CCN1C	-6%[25.7 µM]
COc1ccc(NC(=O)c2cn(CCC#N)nc2-c2cccc([N+](=O)[O-])c2)cc1	5%[57.5 µM]
O=C(COC(=O)Cc1ccccc1)Nc1ccc(SC(F)F)cc1	-3%
CCn1c(O)c(/C(C)=N/N2CCCCC2c2cccnc2)c(=O)[nH]c1=S (stereo not given)	5%
CN1CCC2=C[C@@H](O)[C@@H]3OC(=O)c4cc5c(cc4C3C21)OCO5 (stereo not given in full)	8%
O=C(NC(=O)N1CCC2(CC1)OCCO2)c1ccc(Cl)cc1	10%
COc1cc(/C=C2/C(=O)NC(=O)N(c3ccccc3)C2=O)ccc1O	-10%
CN(C)CCN=Cc1c(O)n(Cc2ccc3c(c2)OCO3)c(=S)[nH]c1=O	-13%[57.5 µM]
Cc1ccsc1C(=O)C1CCCN(Cc2ccccc2O)C1 (stereo not given)	-5%
COc1cc(C(=S)N2CCOCC2)cc(OC)c1OC(=O)Cc1ccccc1	-10%
Cc1ccc2c(c1)=C/C(=C\c1c(O)[nH]c(=S)[nH]c1=O)C(=O)N=2	-2%
Cn1c2c(c3ccccc31)CCNCC2	?
COC1=CC23CCCN2CCc2cc4c(cc2C3C1O)OCO4 (stereo not given)	19%
CN1CCc2cccc(Cl)c2CC1	9%
COc1ccc(C2=NCC(=S)Nc3ccc(Cl)cc32)cc1Cl	-1%
CCN(C(C)=O)c1cccc(-c2ccnc3c(C#N)cnn23)c1	?
COc1ccccc1C1=NCc2nnc(C)n2-c2ccc(Cl)cc21	0%
c1ccc(CN2CC[C@@]3(CCCNC3)C2)cc1	7%
CSc1ccc(C(=O)C2CCCN(Cc3cnc(SC)nc3)C2)cc1 (stereo not given)	-6%
CCn1nc(-c2ccccc2)nc2c(=O)n(C)c(=O)nc1-2	0%
Cc1ccc(OCC(=O)N2CCN(Cc3cccnc3)CC2)cc1	-4%
NC(N)=N/N=C/c1cn(-c2ccccc2)nc1-c1cccs1	6%
O=C1C=C2C=C[C@@H]3C[C@@]2(O1)[C@H]1CCCCN31	-2%
Nc1cc2nc3ccccc3nc2cc1N	10%[57.5 µM]
COc1ccc(/C=C/C(=O)N2CC3C[C@@H](C2)Cn2c3cccc2=O)cc1OC	3%
O=C(O)c1ccc2[nH]cc(CCCCN3CC=C(c4ccccc4)CC3)c2c1	-1%
CN(C)P(=O)(NC(=O)c1cccn1C)N(C)C	-5%
CC(C)Cc1nnc(NC(=O)CCC(=O)N2CCC3(CC2)OCCO3)s1	-7%[57.5 µM]
COc1ccc(C2c3c(nc(C)[nH]c3=O)Oc3c2c(=O)oc2ccccc32)cc1 (stereo not given)	5%[57.5 µM]
COc1ccc(C(=O)C2CCCN(C3CSCCSC3)C2)c(C)c1 (stereo not given)	2%
c1ccc(Cn2ccnc2)cc1	-12%[57.5 µM]
O=C1NC(=O)N(c2ccccc2)C(=O)/C1=C/c1coc2ccc(O)cc2c1=O	-1%[57.5 µM]
CCCN(CCC)[C@@H]1CCc2c(F)ccc(O)c2C1	17%
COc1cccc(Oc2c(C)oc3cc(OC(=O)N(C)C)ccc3c2=O)c1	1%[57.5 µM]
COc1ccc(C(=O)N/N=C/C23CC[C@@H](O)CC2(O)CC[C@@H]2[C@@H]3CCC3(C)C(C4=CC(=O)OC4)CCC23O)cc1 (stereo not given in full)	-1%[57.5 µM]
CCn1ccnc1CN1CCCC(C(=O)c2cc(F)ccc2OC)C1 (stereo not given)	-16%[57.5 µM]
COc1ccc(OCC(=O)N2CCN(C/C=C/c3ccccc3)CC2)cc1	?
COc1ccc(N2C(=O)NC(=O)/C(=C\c3ccccc3[N+](=O)[O-])C2=O)cc1	-1%
CC/C(=N\NC(=O)c1ccccc1)c1c(O)n(Cc2ccccc2)c(=O)[nH]c1=O	-5%[57.5 µM]
COc1ccc(-c2[nH]ncc2CNC(C)Cc2ccsc2)c(F)c1 (stereo not given)	-10%[57.5 µM]
COc1c2c(cc3c1OCO3)CCN(C)C2	15%[25.7 µM]
C[C@]12CC[C@@H]3c4ccc(O)cc4[C@@H](O)C[C@H]3[C@@H]1CC[C@@H]2O	?
CC(N=Cc1c(O)n(C2CC2)c(=S)[nH]c1=O)c1ccccc1 (stereo not given)	-4%[57.5 µM]
CC1(C)C(=O)[C@@H]2OC2[C@@]2(C)C1CC(O)[C@]1(C)C2CC[C@@]2(C)C(c3ccoc3)OC(=O)C3OC312 (stereo not given in full)	?
CC(=O)Nc1ccc(C2CN(C)CC2C(=O)c2ccc(Cl)cc2)cc1 (stereo not given)	1%
COc1ccc2c3c([nH]c2c1)C(C)NCC3 (stereo not given)	0%[57.5 µM]
O=C1NCN(c2ccccc2)C12CCN(CC1COc3ccccc3O1)CC2 (stereo not given)	16%
C=CCn1c(O)c(C(CC)=Nc2cccc(C(F)(F)F)c2)c(=O)[nH]c1=O	-6%[57.5 µM]
C[C@@]12CCC3C(CC[C@@H]4CC(O)CC[C@@]34C)C1CCC2O (stereo not given in full)	7%
COC(=O)c1ccc(C(C(=O)NC2CCCCC2)N(CCN2CCOCC2)C(=O)Cc2cccs2)cc1 (stereo not given)	-1%[57.5 µM]
O=P(Nc1ccccc1)(Oc1ccccc1)Oc1ccccc1	-14%[57.5 µM]
CN(C)CCNC(=O)c1cccn(Cc2cccc(C(F)(F)F)c2)c1=O	3%
O=[N+]([O-])c1ccc(N2CCNCC2)cc1N1CCCCC1	0%
O=c1[nH]c(=O)n(-c2ccc(Br)cc2)c(O)c1C=NCCN1CCCCC1	-9%[57.5 µM]

Molecules shown so far with a COOH group:
compound	ERK EGF inh
CC(=O)OCC1=C(C(=O)O)N2C(=O)C(NC(=O)CCCC(N)C(=O)O)C2SC1 (stereo not given)	9%
CC(C)(CN)CC(=O)O	-13%[57.5 µM]
O=C(O)c1ccc2c(c1)C1C(Cl)C(Sc3ccccc3[N+](=O)[O-])CC1C(c1cccc([N+](=O)[O-])c1)N2 (stereo not given)	-2%
CC(=O)c1ccc2c(c1)C1C(Cl)C(Sc3ccccc3[N+](=O)[O-])CC1C(C(=O)O)N2 (stereo not given)	?
O=C(O)c1ccc2[nH]cc(CCCCN3CC=C(c4ccccc4)CC3)c2c1	-1%

Following part.
compound	ERK EGF inh
CN1c2ccccc2Oc2ccccc21	6%
CCC(C)N1C(=O)/C(=C/c2ccc3c(c2)CCN3CCCCl)C(=O)NC1=S (stereo not given)	9%
NCC(=O)c1ccccc1	21%
CCOc1ccc2c(c1)c(C(C)=O)c(C)n2Cc1ccco1	0%
CCCOc1ccc2[nH]cc(C3=CCNCC3)c2n1	-8%
Cc1ccccc1NC(=O)c1cc(-c2ccccc2)n(CCCN2CCOCC2)c1C	-8%[57.5 µM]
CCOC(=O)C1CCN(C=C2C(=O)N(C)C(=S)N(C)C2=O)CC1	2%
C[C@H]1CC[C@@H]2[C@@H](C)C(=O)O[C@H]3O[C@@]4(C)CC[C@H]1[C@@]32OO4	-3%[25.7 µM]
CN(C(=O)Cc1ccc(Cl)c(Cl)c1)[C@H](CN1CCCC1)c1cccc(N=C=S)c1	4%
COc1cc(C(O)CN)ccc1O (stereo not given)	3%
c1cncc(C2=NCCC2)c1	-19%[25.7 µM]
COC(=O)c1cn(C(=O)c2cccc3ccccc23)c2ccccc12	-12%[57.5 µM]
Cc1cccc(NP(=O)(Oc2ccccc2F)Oc2ccccc2F)c1C	?
O=C(c1ccc(CNS(=O)(=O)c2ccc(Br)cc2)cc1)N1CCC2(CC1)OCCO2	-14%
O=C1Nc2cc(Cl)c(Cl)cc2N2CCNC[C@H]12	8%
O=C(c1ccccc1)N1CCC2(CC1)OCCO2	11%[57.5 µM]
Clc1ccccc1CN1CCN(c2cccc3[nH]ccc23)CC1	-1%[57.5 µM]
C=CCn1c(O)c(/C=N/N2CCCCC2c2cccnc2)c(=O)[nH]c1=S (stereo not given)	-10%
O=C1NC(=O)N(c2cccc(Cl)c2)C(=O)/C1=C\c1ccc(Sc2nc3ccccc3[nH]2)o1	8%
N[C@@H](Cn1ccc(=O)n(Cc2ccc(C(=O)O)cc2)c1=O)C(=O)O	-1%

In the list so far, these have bromine.
compound	ERK EGF inh
O=c1[nH]c(=O)n(-c2ccc(Br)cc2)c(O)c1C=NCCN1CCCCC1	-9%[57.5 µM]
O=C(c1ccc(CNS(=O)(=O)c2ccc(Br)cc2)cc1)N1CCC2(CC1)OCCO2	-14%

In a second layout: results already given
> COc1cc(/C=C2/C(=O)NC(=O)N(c3ccccc3)C2=O)ccc1O
- ERK EGF inh: -10%

> CN(C)CCN=Cc1c(O)n(Cc2ccc3c(c2)OCO3)c(=S)[nH]c1=O
- ERK EGF inh: -13%[57.5 µM]

> Cc1ccsc1C(=O)C1CCCN(Cc2ccccc2O)C1 (stereo not given)
- ERK EGF inh: -5%

Remaining list, next part.
compound	ERK EGF inh
Cc1ccc(NC(=O)CN(C)CC(=O)Nc2cccc(F)c2)cc1[N+](=O)[O-]	?
COc1cccc(C(=O)C2CCCN(Cc3cccc4c3OCO4)C2)c1 (stereo not given)	-20%
c1ccc(CN2CCCC3(CCNCC3)C2)cc1	-2%
CCCOC(=O)Nc1ccc([As](=O)(O)O)cc1NC(=O)OCCC	5%[57.5 µM]
N#CC(C#N)=Cc1ccc(N2CCCC2)cc1	0%
CN(C)C(=O)Oc1cc(=O)n2c3c(cccc13)CCC2	2%
